Screening results from PubChem.
ELG1 DNA repair = inhibitors of ELG1-dependent DNA repair in HEK293T cells; HEK293T ELG1-luciferase reporter, luminescence, 16 h; DNA damage induced by 5-fluorouridine; Potency, µM (doses to about 46.1 µM), inactives show at the top dose activity change, negative = inhibition, hits mostly inhibitors; actives 2.3% (n = 330,000); further: potency means the concentration at half of the fitted maximal effect; on the % scale 0 is the no-effect control and ±100 the full control effect; nearly all actives have a fitted effect of over 55% in size
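Quantitative HTS, concentration-response format. 2,000 cells/well co-treated with 5-fluorouridine and compound, 16 hr in 5% CO2 at 37 °C; ONE-Glo luminescence read after 30 min.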
AT treatment = potential ataxia-telangiectasia treatment; AID 485349; Potency, µM (highest dose often 57.5 µM), for inactives: top-dose activation, actives largely listed as activators; actives 0.19% (n = 320,000); […] A-T fibroblasts, KAP-1 phosphorylation AlphaLISA; neocarzinostatin DNA damage 30 min before lysis; further: potency means the concentration at half of the fitted maximal effect; % of control where 0% means no effect; nearly all actives have a fitted effect of over 45% in size
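hTERT-immortalized A-T patient fibroblasts ([…]), 500 cells/well in OPTI-MEM, 1% FBS, got compounds for 60 min, then NCS for 30 min at 37C. Lysates were then assayed for phospho-KAP-1 by AlphaLISA (anti-pKAP1 donor, anti-KAP1 acceptor beads), 6 hr at 25C.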
KCNH2 3.1 block = inhibitors of human KCNH2 3.1 potassium channel isoform | actives 0.95% (n = 340,000) | U2OS KCNH2 3.1, thallium flux FluxOr; stronger effect = lower value | activity change, % (tested at about 1.8 µM);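 active means maximum activity change below -70%; inconclusive means maximum activity change from -70% to -50%; inactive means maximum activity change above -50%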;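 further: thallium influx rate constant from kinetic fluorescence after stimulation buffer; on the % scale 0 is the no-effect control and ±100 the full control effect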
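We transduce U2OS cells with the mutant 3.1 virus, culture them overnight, load FluxOr with Red40 quencher for 45 min, then add stimulation buffer and read kinetically for 2 min to derive a normalized rate constant.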
Mito fusion act = mitochondrial division inhibition or fusion activation; S. cerevisiae fusion-defective mutant growth rescue, CellTiterGlo 48 h; Potency, µM (series often up to 46.1 µM), without a hit: top-dose growth rescue (activation), usual class: activators; actives 0.23% (n = 320,000); AID 485298;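 further: potency means the concentration at half of the fitted maximal effect; % of control where 0% means no effect; nearly all actives have a fitted effect of over 45% in size; temperature-sensitive fusion mutants such as fzo1-1 at 37 °C on non-fermentable ethanol glycerol medium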
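Temperature-sensitive fusion-defective S. cerevisiae (e.g. fzo1-1, mgm1-5) were grown with compound in YPEG medium (3% ethanol, 3% glycerol) for 48 hours at 37C. Growth rescue was measured as viability by CellTiterGlo luminescence after 10 minutes at ambient.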
USP2a inh = USP2a (human) protease inhibition. USP2 core, Ub-CHOP2 coupled fluorogenic reporter, 485/531. Potency, µM (doses to about 38.3 µM), for the others: at the top dose activity change, negative = inhibition, most hits filed as inhibitors. actives 0.01% (n = 330,000);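 further: potency means the concentration at half of the fitted maximal effect; plate controls were DMSO wells for no effect and full inhibition by NEM control for full effect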
Target sequence (O75604 whole entry, looked up): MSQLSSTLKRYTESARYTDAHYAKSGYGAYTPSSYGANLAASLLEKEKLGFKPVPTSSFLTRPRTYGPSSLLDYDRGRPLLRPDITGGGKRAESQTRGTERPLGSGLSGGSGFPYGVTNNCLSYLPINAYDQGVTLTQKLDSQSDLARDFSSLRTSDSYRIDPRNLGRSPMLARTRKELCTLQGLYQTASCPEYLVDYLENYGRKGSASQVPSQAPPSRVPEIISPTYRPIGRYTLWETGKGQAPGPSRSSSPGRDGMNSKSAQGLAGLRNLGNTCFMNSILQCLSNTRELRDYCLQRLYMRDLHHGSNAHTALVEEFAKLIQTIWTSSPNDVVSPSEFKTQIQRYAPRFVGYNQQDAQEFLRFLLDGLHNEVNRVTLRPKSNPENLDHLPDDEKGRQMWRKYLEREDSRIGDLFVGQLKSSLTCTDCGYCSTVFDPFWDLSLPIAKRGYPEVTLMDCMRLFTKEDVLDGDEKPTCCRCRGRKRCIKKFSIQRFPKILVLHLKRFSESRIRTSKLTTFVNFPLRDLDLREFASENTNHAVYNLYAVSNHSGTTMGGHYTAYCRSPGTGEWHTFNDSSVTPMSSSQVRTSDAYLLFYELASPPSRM
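USP2 core (10nM final) preincubated 30min RT with compound in 20mM Tris-HCl pH 8.0, 2mM CaCl2, 2mM beta-mercaptoethanol, 0.05% CHAPS; 25nM Ub-CHOP2 plus 25nM reporter substrate added, fluorescence (Ex485/Em531) read after 60min.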
hERG WT inh = inhibitors of human wildtype KCNH2 potassium channel; AID 720551; actives 0.37% (n = 340,000); U2OS, BacMam KCNH2, thallium flux FluxOr; stronger effect = lower value; Q12809; activity change, % at 1.84 µM;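 active means maximum activity change below -70%; inconclusive means maximum activity change between -70% and -50%; inactive means maximum activity change above -50%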; further: on the % scale 0 is the no-effect control and ±100 the full control effect
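U2OS cells were transduced with wild-type KCNH2 virus (2.03 x 10^8 / mL) for 4 h at room temperature, then cultured overnight at 37 C. Thallium flux was read with FluxOr dye. Rate constants were normalized to DMSO controls.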
TCR act = T cell receptor activation; primary human leukocytes, anti-CD3, IL-2 HTRF, 48 h; Potency, µM (titrated, usually from 9.22 µM), inactives show at the highest dose activation of IL-2 secretion, actives largely listed as activators; 330,000 tested, under 10 active; further: % of control where 0% means no effect
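Primary human leukocytes were stimulated with a-CD3 beads plus compounds for 48 hr without co-stimulation; secreted IL-2 was quantified by HTRF using a-IL-2-K (europium cryptate) and a-IL-2-d2, excited at 320nm with acceptor emission read at 665nm.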
TSHR antag = antagonists of human thyroid stimulating hormone receptor | P16473 | TSHR-expressing cells, TSH-stimulated cAMP HTRF, 2 h; stronger effect = lower value | activity change, negative = inhibition, % at 11.5 µM | actives 0.2% (n = 330,000) | AID 504810;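 active means activity change below a set negative limit, meaning inhibition stronger than a set level, cut at about -70% in these data; inconclusive means activity change between two set negative limits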; further: on the % scale 0 is the no-effect control and ±100 the full control effect
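Read-out is FRET at 665 nm (cryptate excitation 337 nm) from a cryptate-tagged anti-cAMP antibody, competed by cell cAMP against cAMP-d2. Compounds are tested on freshly harvested TSHR cells challenged with 4nM TSH (EC80) for 2 hours at 37 deg C.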
Eya2 phos inh = Eya2 (human) phosphatase inhibition. O00167. recombinant Eya2, OMFP fluorescence dephosphorylation (OMFP is methylfluorescein phosphate). Potency, µM (doses to about 76.9 µM), inactives show top-dose activity, negative = inhibition, actives largely listed as inhibitors. actives 0.006% (n = 330,000); further: potency means the concentration at half of the fitted maximal effect; on the % scale 0 is the no-effect control and ±100 the full control effect
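Eya2 (0.2 uM) preincubated 10 min at ambient with compound, then OMFP substrate added at 50 uM; 10 min reaction in 50 mM HEPES pH 7.5, 50 mM NaCl, 5 uM MgCl2, 0.05% BSA, 1 mM DTT. Fluorescence read at Ex 485/Em 525 nm.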
TRPV1 agonist = human TRPV1 agonism; AID 540275; Q8NER1; TRPV1-expressing cells, Fluo-8 calcium influx, agonist mode; actives 0.19% (n = 320,000); activation, % at 8.33 µM; in the data active means activation above about 80%; inconclusive means between about 30% and that limit; further: 0% is about no effect
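TRPV1-expressing cells were cultured overnight at 35.5C and loaded with Fluo-8 calcium dye for 40 to 90 min at room temperature. After a 10 s baseline, compound was added and calcium influx was read kinetically for 3 min (ex 480/em 520 nm).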
An asterisk follows results filed as active; [ ] = another dose, or the depositor's remark. Unless noted, the call rests on the fitted dose curve; in most records, active means well fitted curve in the direction sought with a large enough effect; inconclusive means small, poorly fitted or top-dose-only effect, or another doubt; inactive means no such curve, though single readings can be large; an effect the other way counts as inactive or inconclusive.

`CCN(c1ccc(NC(=O)CN2C(=O)NC3(CCOc4ccccc43)C2=O)cc1)C(C)C` (stereo not drawn) gave ELG1 DNA repair 0%, AT treatment -5%, KCNH2 3.1 block -2, Mito fusion act 0%, USP2a inh 1%, hERG WT inh 7, TCR act -3%, TSHR antag 9, Eya2 phos inh 15% and TRPV1 agonist 0.
Screening Cc1[nH]c2ccccc2c1C(=O)COC(=O)c1c(-c2ccccc2)noc1C returned ELG1 DNA repair inconclusive, AT treatment 6%, KCNH2 3.1 block -30, Mito fusion act 19%, USP2a inh -1%, hERG WT inh 0, TCR act 8%[46.1 µM], TSHR antag 1, Eya2 phos inh 2% and TRPV1 agonist inconclusive.
For COc1ccc2c(Cl)c(C(=O)N/N=C/c3cccnc3)sc2c1 the results were ELG1 DNA repair -14%, AT treatment 10%, KCNH2 3.1 block -1, Mito fusion act -1%, USP2a inh -2%, hERG WT inh -1, TCR act -1%, TSHR antag -1, Eya2 phos inh -12% and TRPV1 agonist 29.
COC(=O)/C=C/C(=O)Nc1ccc(O)c(Cl)c1 was read as ELG1 DNA repair -16%, AT treatment -1%, KCNH2 3.1 block 6, Mito fusion act -6%, USP2a inh -1%, hERG WT inh -5, TCR act -4%[46.1 µM], TSHR antag -5, Eya2 phos inh 9% and TRPV1 agonist 10.
`COCc1cc(C)nc(SCC(=O)Nc2ccc3[nH]c(=O)[nH]c3c2)c1C#N` gave ELG1 DNA repair 7%, AT treatment -1%, KCNH2 3.1 block 13, Mito fusion act 0%, USP2a inh 1%, hERG WT inh -6, TCR act 1%, TSHR antag 1, Eya2 phos inh 2% and TRPV1 agonist 1.
For CCOC(=O)C1CCN(c2cc3c(cc2NC(=O)c2ccccc2Br)n(C)c(=O)n3C)CC1 the results were ELG1 DNA repair 9.2µM*, AT treatment -8%, KCNH2 3.1 block 9, Mito fusion act 9%, USP2a inh 1%, hERG WT inh 3, TCR act 0%, TSHR antag 0, Eya2 phos inh 2% and TRPV1 agonist 17.
Screening Cc1ccc(-n2ncc3c(NNC(=O)Cc4ccccc4)ncnc32)cc1 returned ELG1 DNA repair 0%, AT treatment 2%, KCNH2 3.1 block 1, Mito fusion act 8%, USP2a inh -1%, hERG WT inh -3, TCR act -3%[46.1 µM], TSHR antag -8, Eya2 phos inh -4% and TRPV1 agonist -3.
CC(=O)Nc1ccc(SC(C)C(=O)NC(N)=O)cc1 (stereo not drawn) was read as ELG1 DNA repair 1%, AT treatment 10%, KCNH2 3.1 block 8, Mito fusion act -1%, USP2a inh -2%, hERG WT inh -3, TCR act -42%, TSHR antag 4, Eya2 phos inh 3% and TRPV1 agonist -1.
`CC1CN(c2nc(-c3ccccc3)nc3ccccc23)CC(C)O1` (stereo not drawn) gave ELG1 DNA repair 13µM*, KCNH2 3.1 block -2, Mito fusion act 29%, USP2a inh -6%, hERG WT inh 17, TCR act -24%, TSHR antag 32, Eya2 phos inh -12% and TRPV1 agonist 3.
CCCCn1nnc(NC(=S)NC(=O)c2ccc(-c3cccc(Cl)c3Cl)o2)n1 was read as ELG1 DNA repair 6%, AT treatment -3%, KCNH2 3.1 block 30, Mito fusion act 22%, USP2a inh -1%, hERG WT inh -4, TCR act -6%[46.1 µM], TSHR antag -9, Eya2 phos inh 6% and TRPV1 agonist 8.
Screening COc1ccc(-n2ncc3c(=O)n(CC(=O)N(C(C)C)C(C)C)cnc32)cc1 returned ELG1 DNA repair -11%, AT treatment -6%, KCNH2 3.1 block 5, Mito fusion act 1%, USP2a inh 1%, hERG WT inh -8, TCR act 3%, TSHR antag 2, Eya2 phos inh 1% and TRPV1 agonist 2.
`Cc1ccc(-c2ncccc2OC(=O)C23CC4CC(CC(C4)C2)C3)cc1` gave ELG1 DNA repair 0%, AT treatment inconclusive, KCNH2 3.1 block 0, Mito fusion act 6%, USP2a inh 3%, hERG WT inh -15, TCR act -4%, TSHR antag 40, Eya2 phos inh 6% and TRPV1 agonist inconclusive.
CC1CC(C)CN(CC(=O)c2c[nH]c3ccccc23)C1 (stereo not drawn) was read as ELG1 DNA repair 3%, AT treatment 0%, KCNH2 3.1 block -1, Mito fusion act -2%, USP2a inh -1%, hERG WT inh 9, TCR act 3%, TSHR antag 4, Eya2 phos inh 4% and TRPV1 agonist 7.
Screening O=C(Nc1ccnn1C1CCN(Cc2ccc(C#CCCO)cc2)CC1)c1cccc(F)c1 returned ELG1 DNA repair 1%, AT treatment 29%, KCNH2 3.1 block inconclusive, Mito fusion act 0%, USP2a inh -5%, hERG WT inh 10, TCR act 1%, TSHR antag 0, Eya2 phos inh -3% and TRPV1 agonist -1.
Screening COc1ccc(N2CC(C(=O)O)CC2=O)cc1 (stereo not drawn) returned ELG1 DNA repair 12%, AT treatment 2%, KCNH2 3.1 block -11, Mito fusion act 1%, USP2a inh 5%, hERG WT inh -10, TCR act 3%[46.1 µM], TSHR antag -6, Eya2 phos inh -6% and TRPV1 agonist 0.
COc1ccc(NC(=O)CN(C)C(=O)c2oc3ccccc3c2C)cc1 was read as ELG1 DNA repair -6%, AT treatment 1%, KCNH2 3.1 block 4, Mito fusion act 7%, USP2a inh 7%, hERG WT inh -9, TCR act -5%, TSHR antag -10, Eya2 phos inh -11% and TRPV1 agonist 2.
CCOc1ncccc1C(=O)NNC(=O)c1cccc(S(=O)(=O)Nc2ccccc2OC)c1 was read as ELG1 DNA repair 0%, AT treatment -3%, KCNH2 3.1 block -6, Mito fusion act 0%, USP2a inh -1%, hERG WT inh -2, TCR act 4%, TSHR antag -19, Eya2 phos inh 16% and TRPV1 agonist -1.
`CCOC(=O)C1=C(C)NC(=O)NC1c1ccc(OCC(N)=O)cc1` (stereo not drawn) gave ELG1 DNA repair 8%, AT treatment 0%, KCNH2 3.1 block -4, Mito fusion act -2%, USP2a inh 3%, hERG WT inh -6, TCR act -3%[46.1 µM], TSHR antag -12, Eya2 phos inh 5% and TRPV1 agonist 2.
Screening Cc1cc(C)n(CC(O)Cn2c3ccc(Cl)cc3c3cc(Cl)ccc32)c(=O)n1 (stereo not drawn) returned ELG1 DNA repair -12%, AT treatment -4%, KCNH2 3.1 block 0, Mito fusion act -15%, USP2a inh -2%, hERG WT inh 13, TCR act -2%, TSHR antag -11, Eya2 phos inh 14% and TRPV1 agonist -6.
`Nc1ncnc2c1ncn2[C@@H]1O[C@H](CNS(=O)(=O)c2cc(S(=O)(=O)c3ccccc3)cs2)[C@@H](O)[C@H]1O` gave ELG1 DNA repair -3%, AT treatment -1%, KCNH2 3.1 block 1, USP2a inh 3%, hERG WT inh -9, TCR act 15%[46.1 µM], TSHR antag 2 and Eya2 phos inh 2%.
CCOC(=O)C1C(=O)C=C(C)C(C(=O)OCC)C1c1ccc(OC)cc1 (stereo not drawn) was read as ELG1 DNA repair -12%, AT treatment -1%, KCNH2 3.1 block -18, Mito fusion act 2%, USP2a inh 0%, hERG WT inh 1, TCR act 1%, TSHR antag -5, Eya2 phos inh -1% and TRPV1 agonist 15.
For O=C(c1ccccc1F)N1CCN=C1SCc1cccnc1 the results were ELG1 DNA repair -24%, AT treatment 1%, KCNH2 3.1 block -9, Mito fusion act -5%, USP2a inh 1%, hERG WT inh 0, TCR act 0%, TSHR antag 17, Eya2 phos inh -32% and TRPV1 agonist 2.

Sorted by length of the SMILES (highest first): part of the list above.
`Nc1ncnc2c1ncn2[C@@H]1O[C@H](CNS(=O)(=O)c2cc(S(=O)(=O)c3ccccc3)cs2)[C@@H](O)[C@H]1O` gave ELG1 DNA repair -3%, AT treatment -1%, KCNH2 3.1 block 1, USP2a inh 3%, hERG WT inh -9, TCR act 15%[46.1 µM], TSHR antag 2 and Eya2 phos inh 2%.
CCOC(=O)C1C(=O)C=C(C)C(C(=O)OCC)C1c1ccc(OC)cc1 (stereo not drawn) was read as ELG1 DNA repair -12%, AT treatment -1%, KCNH2 3.1 block -18, Mito fusion act 2%, USP2a inh 0%, hERG WT inh 1, TCR act 1%, TSHR antag -5, Eya2 phos inh -1% and TRPV1 agonist 15.
`CCOC(=O)C1=C(C)NC(=O)NC1c1ccc(OCC(N)=O)cc1` (stereo not drawn) gave ELG1 DNA repair 8%, AT treatment 0%, KCNH2 3.1 block -4, Mito fusion act -2%, USP2a inh 3%, hERG WT inh -6, TCR act -3%[46.1 µM], TSHR antag -12, Eya2 phos inh 5% and TRPV1 agonist 2.

A portion of the library (hit frequency here may not be typical).
